# Yeast superoxide: reduction of superoxide in aged yeast, primary screen, HTS | S. cerevisiae aged cells, superoxide DHE fluorescence; stronger effect = lower value | superoxide response (% of plate mean), % at 10 µM | 330,000 compounds, 0.18% hits;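 active = superoxide response under a set limit, about three screen SD below normal, cut at about 65% in these data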;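 also: yeast aged for seven days with compound at 30 °C before DHE staining; 100% = average MFI of all compound-treated wells on the plate with controls excluded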
# EBNA-1 inhibitor: EBNA-1 DNA-binding inhibitors, primary screen, biochemical, fluorescence polarization | 300,000 compounds, 0.34% hits | inhibition, % at 14.8 µM | AID 1950, 2009; in the data active = inhibition above about 28%
# Fh CTSL1 inh: Fasciola hepatica cathepsin L1 inhibitors, primary screen, counter-screen for PFM18AAP inhibitor project, biochemical, QFRET, fluorogenic peptide substrate | AID 1906, 2009 | inhibition, % at 5.96 µM | 300,000 compounds, 0.49% hits | recombinant F. hepatica cathepsin L1, Z-Leu-Arg-MCA fluorescence;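 active = inhibition above the mean of all tested compounds plus 3 SD, set per screening campaign, cut at about 17% in these data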;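 also: 0% = plate median of test compound wells and 100% = 1 µM Z-Phe-Ala-diazomethylketone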
# PP1 counter: PP1-alpha phosphatase inhibitors, primary screen, counter-screen for PP5 inhibitor project, biochemical, fluorescence, OMFP substrate, single point. Serine/threonine-protein phosphatase PP1-alpha catalytic subunit (Homo sapiens), P62136. AID 2235, 2010. 320,000 compounds, 0.9% hits. inhibition, % at 6.7 µM. purified PP1alpha;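 active = inhibition above the mean inhibition of all tested compounds plus 3 SD, computed separately for each screening campaign, cut at about 15% in these data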
# ZTA counter: ZTA (EBV) inhibition in EBNA-1 counter-screen; P03206; inhibition, % at 11 µM; 320,000 compounds, 0.15% hits; AID 2234; ZTA-DNA binding, fluorescence polarization; in the data active = inhibition above about 33%
# PP5 primary: PP5 phosphatase inhibitors, primary screen, biochemical, fluorescence | AID 1987, 2009 | inhibition, % at 6.7 µM | 320,000 compounds, 0.18% hits | Serine/threonine-protein phosphatase 5 (Homo sapiens), P53041 | purified PP5c, OMFP substrate fluorescence;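 active = inhibition above the campaign's mean inhibition across all tested compounds plus 3 SD, cut at about 9.5% in these data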;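 also: 0% = DMSO only and 100% = 100 µM cantharidin control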
# Target sequence (P53041 whole entry, looked up): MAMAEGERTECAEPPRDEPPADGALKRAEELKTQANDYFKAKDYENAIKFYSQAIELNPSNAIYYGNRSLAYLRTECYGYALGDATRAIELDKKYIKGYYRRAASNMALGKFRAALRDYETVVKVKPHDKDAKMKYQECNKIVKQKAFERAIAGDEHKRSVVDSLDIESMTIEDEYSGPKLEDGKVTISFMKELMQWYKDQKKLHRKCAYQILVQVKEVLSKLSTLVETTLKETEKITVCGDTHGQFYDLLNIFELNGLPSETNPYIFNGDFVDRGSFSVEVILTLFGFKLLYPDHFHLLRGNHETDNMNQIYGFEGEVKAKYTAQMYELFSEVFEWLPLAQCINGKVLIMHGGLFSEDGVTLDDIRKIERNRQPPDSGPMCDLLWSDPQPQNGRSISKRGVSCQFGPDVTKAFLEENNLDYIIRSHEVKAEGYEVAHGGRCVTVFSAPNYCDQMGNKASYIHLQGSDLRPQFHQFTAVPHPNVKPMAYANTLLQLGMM
# JMJD2C inh: inhibitors of GASC-1 histone demethylase, primary screen, biochemical, fluorescence, DELFIA europium | Lysine-specific demethylase 4C (Homo sapiens), Q9H3R0 | inhibition, % at 2.35 µM | 330,000 compounds, 0.069% hits | GST-JMJD2C(1-420) H3K9me3 demethylation;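 active = more than half of a compound's replicate wells show inhibition beyond 50%, single wells judged on their own value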;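 also: signal counts dimethyl H3K9 product captured on neutravidin plate; 0% = median of DMSO wells and 100% = 0.3 times that DMSO median; strong numbers were not always called active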
# Target sequence (Q9H3R0 1-420 limits assumed): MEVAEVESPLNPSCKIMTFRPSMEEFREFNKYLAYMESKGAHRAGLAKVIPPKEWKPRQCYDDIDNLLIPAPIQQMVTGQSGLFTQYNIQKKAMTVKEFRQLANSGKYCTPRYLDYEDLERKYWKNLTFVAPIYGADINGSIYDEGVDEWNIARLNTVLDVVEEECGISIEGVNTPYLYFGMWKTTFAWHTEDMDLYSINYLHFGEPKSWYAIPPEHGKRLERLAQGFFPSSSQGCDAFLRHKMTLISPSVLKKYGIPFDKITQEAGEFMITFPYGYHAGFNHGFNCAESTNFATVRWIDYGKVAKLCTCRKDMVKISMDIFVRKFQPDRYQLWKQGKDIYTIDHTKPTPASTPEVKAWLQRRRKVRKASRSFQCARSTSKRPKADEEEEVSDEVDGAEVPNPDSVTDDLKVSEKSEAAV
# TPT1 inh: Candida albicans TPT1 enzyme inhibitors, primary screen, biochemical, fluorescence polarization; 300,000 compounds, 0.81% hits; recombinant caTPT1, FP RNA substrate dephosphorylation; tRNA 2'-phosphotransferase TPT1 (Candida albicans SC5314); inhibition, % at 5 µM;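 active = inhibition above the mean of all tested compounds plus 3 SD, set per screening campaign, cut at about 24% in these data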;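 also: plate controls were DMSO alone for no effect and ferristatin control at 100 nM for full effect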
# HCV core dimer: inhibitors of HCV core protein dimerization, primary screen, biochemical, TR-FRET, high-throughput | inhibition, % at 5 µM | AID 1899, 2009 | 300,000 compounds, 0.33% hits | TR-FRET GST/Flag-core106 dimerization, 1536-well;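 active = inhibition above the mean of all tested compounds plus 3 SD, set per screening campaign, cut at about 45% in these data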
#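 Material: Tagged HCV core106 pair (GST and Flag) | Amount: GST-core106 13.5 nM, Flag-core106 17 nM | Medium: KF-containing HEPES buffer, pH 7.45, DTT, CHAPS, BSA | Reagent: Eu donor and XL665 acceptor anti-tag antibodies | Schedule: 4 h at 22.5 °C | Technique: Time-resolved FRET, ex 340 nm, em 617 and 671 nm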
# Active calls of the source: *; nt = not tested or not shown; & = joins results of further samples. Rows are unselected (roughly 3.1% active in at least one column).
canonical_smiles	EBNA-1 inhibitor	Fh CTSL1 inh	Yeast superoxide	ZTA counter	PP5 primary	PP1 counter	TPT1 inh	HCV core dimer	JMJD2C inh
Cn1c(=N)n(CC(O)c2cccc3ccccc23)c2ccccc21 (stereo not drawn)	0	1	99	3	1.4	1	2	1	6
O=C(COc1ccc([N+](=O)[O-])cc1)Nc1ccc2c(c1)OCO2	-3	8	87	0	-0.6	-2	-3	7	22
O=C(NC(=S)NC1CCSC1=O)c1ccc([N+](=O)[O-])cc1 (stereo not drawn)	1	3	114	-1	1.3	-2	2	4	2
CC(=O)Nc1ccc2nc(NC(=O)c3cccs3)sc2c1	-9	-8	90	9	-3.8	1	3	-4	-2
CC1CC(C)(C)NC(=S)N1CC(=O)NCc1ccc(F)cc1 (stereo not drawn)	6	0	98	5	-4.1	-4	1	3	-5
COc1cccc(C(C(=O)NC(C)(C)C)N(C(=O)CCC(=O)Nc2cc(C)on2)C2CC2)c1OC (stereo not drawn)	-7	-4	103	-11	4.0	1	-2	4	-5&1
O=C(N/N=C/c1ccc(Cl)cc1)C1CC12CCC2 (stereo not drawn)	-2	2	102	25	1.8	-3	-2	3	17
CCN1C(=O)[C@H]2[C@@H](c3ccc(-c4ccc(OC)cc4)cc3)N[C@@](CC(C)C)(C(=O)OC)[C@H]2C1=O	-2	4	95	1	3.6	2	-2	10	71
O=C(Nc1ccc2c(c1)CCC2)C1CCCO1 (stereo not drawn)	-3	7	87	-11	-2.6	10	-2	-5	2
CC(=O)N1CCC(N(CCN2CCOCC2)C(=S)Nc2cccc(C)c2C)CC1	-8	-3	88	3	0.1	-1	0	2	5
O=C(NC1CC1)c1ccc(C2SCC(=O)N2Cc2ccccc2)cc1 (stereo not drawn)	4	-2	100	0	2.3	-3	-2	0	-5
CCOc1nc2ccccc2nc1C	0	0	103	0	2.4	-3	0	3	3

# Carrying on.
canonical_smiles	EBNA-1 inhibitor	Fh CTSL1 inh	Yeast superoxide	ZTA counter	PP5 primary	PP1 counter	TPT1 inh	HCV core dimer	JMJD2C inh
CN(C)c1ccc(C2/C(=C(/O)c3ccc(Br)cc3)C(=O)C(=O)N2C)cc1 (stereo not drawn)	-1	-8	99	-4	0.4	4	-5	-8	-6
O=C(CN1CCN(C(=O)CNC(=O)c2ccc3c(c2)OCO3)CC1)Nc1ccc(F)cc1	nt	nt	107	13	3.8	-2	nt	nt	-4
COc1ccc([N+](=O)[O-])cc1N(CC(=O)NCCSc1ccc(C)cc1)S(C)(=O)=O	7	9	97	-5	-9.4	-3	-4	-15	10
CN(CC(=O)Nc1ccc(F)c(F)c1F)C(=O)C1CC(=O)N(c2ccc3c(c2)OCCO3)C1 (stereo not drawn)	1	-1	89	-1	1.0	-2	0	1	-25
CC1(C)CC(=O)c2cc(OCC(=O)NCCN3CCCc4ccccc43)ccc2O1	10	-3	106	10	0.8	2	-2	2	3
COc1ccccc1/C=C/CN1CCCC(CO)(CCc2ccccc2)C1 (stereo not drawn)	6	3	117	0	0.4	4	2	4	-26
CCC1=Nc2cc(C(=O)NCC3CCCO3)ccc2Sc2ccc(Cl)cc21 (stereo not drawn)	-8	-3	99	0	2.4	3	0	1	9
CC1(C)Cc2ccccc2C(NN=C2CCCC2)=N1	-10	0	96	-13	-0.6	3	-3	-3	1
CCCC(=O)N1CCN(C2=NS(=O)(=O)c3ccccc32)CC1	6	1	100	4	-2.9	-3	-2	2	5
CC(=O)c1nn(-c2ccc(C(F)(F)F)cc2)c(=O)[nH]c1=O	-18	4	103	-10	-1.4	0	3	-4	-17
O=C(OCCNc1ccc(C(F)(F)F)cc1[N+](=O)[O-])c1cc2ccccc2oc1=O	0	1	94	2	-1.9	-4	-1	-6	-18
CC(C)CC(=O)NC(=S)Nc1ccccc1C(=O)Nc1ccccc1	15	1	88	4	0.4	1	3	2	2

# 5 compounds picked at random from the list so far, as already listed:
canonical_smiles	EBNA-1 inhibitor	Fh CTSL1 inh	Yeast superoxide	ZTA counter	PP5 primary	PP1 counter	TPT1 inh	HCV core dimer	JMJD2C inh
CCCC(=O)N1CCN(C2=NS(=O)(=O)c3ccccc32)CC1	6	1	100	4	-2.9	-3	-2	2	5
CC1CC(C)(C)NC(=S)N1CC(=O)NCc1ccc(F)cc1 (stereo not drawn)	6	0	98	5	-4.1	-4	1	3	-5
CC(=O)Nc1ccc2nc(NC(=O)c3cccs3)sc2c1	-9	-8	90	9	-3.8	1	3	-4	-2
CC(=O)c1nn(-c2ccc(C(F)(F)F)cc2)c(=O)[nH]c1=O	-18	4	103	-10	-1.4	0	3	-4	-17
CCC1=Nc2cc(C(=O)NCC3CCCO3)ccc2Sc2ccc(Cl)cc21 (stereo not drawn)	-8	-3	99	0	2.4	3	0	1	9

# Two compounds from above with just ZTA counter, TPT1 inh and EBNA-1 inhibitor.
structure	ZTA counter	TPT1 inh	EBNA-1 inhibitor
CC1(C)Cc2ccccc2C(NN=C2CCCC2)=N1	-13	-3	-10
CCCC(=O)N1CCN(C2=NS(=O)(=O)c3ccccc32)CC1	4	-2	6

# The results go on.
canonical_smiles	EBNA-1 inhibitor	Fh CTSL1 inh	Yeast superoxide	ZTA counter	PP5 primary	PP1 counter	TPT1 inh	HCV core dimer	JMJD2C inh
O=S(=O)(c1ccc(-c2cnc(C3CC3)o2)cc1)N1CCN(c2ccccc2)CC1	0	-2	102	15	3.4	1	0	14	25
COc1ccc(C2=C3C(=O)OCC3Cc3ncn(Cc4ccccc4)c32)cc1 (stereo not drawn)	nt	nt	108	-6	-2.3	-1	nt	nt	-1
CCOC(=O)C1CCCN(C(=O)c2cc3cc(Br)ccc3oc2=O)C1 (stereo not drawn)	-18	-11	104	-5	-3.8	-2	2	1	-9
CC(Oc1ccccc1)C(=O)N=C1SC2CS(=O)(=O)CC2N1CCc1ccccc1 (stereo not drawn)	0	-3	117	2	5.0	0	6	0	15
C/C=C/C=C/C(=O)OCC(=O)Nc1ccc(Cl)cc1	-5	-7	90	5	0.8	-1	0	3	-5
C=CCSc1nnc(NC(=O)CN2C(=O)NC3(CCCC3)C2=O)s1	4	-2	101	-2	-0.7	-8	2	-5	-28
Cc1ccc(F)cc1CNC(=O)C1CCC(=O)N(CCc2ccccc2)C1 (stereo not drawn)	0	-3	81	13	-1.8	-3	2	3	-4
Cc1cccc(C)c1Nc1nnc(SCC(=O)NCc2ccco2)s1	-14	-2	101	-4	2.3	-1	-2	-1	13
Cc1ccc(NC(=O)Nc2ccccc2)cc1[N+](=O)[O-]	-9	-2	115	-8	4.8	1	-3	10	3
O=C(CN1CCCC1c1ccc2c(c1)OCCO2)NC(=O)Nc1ccccc1 (stereo not drawn)	nt	nt	105	3	4.1	-3	nt	nt	-7
COc1ccc(OC)c(NC(=O)CCn2cccc2)c1	3	-1	130	16	-3.6	-5	3	1	6
Cc1cc(C)cc(OC(=O)C23CCC(C)(C(=O)O2)C3(C)C)c1 (stereo not drawn)	-2	-3	108	-2	-1.2	-5	5	-4	-3

# Arranged by molar mass (highest first): 4 of the compounds above.
canonical_smiles	EBNA-1 inhibitor	Fh CTSL1 inh	Yeast superoxide	ZTA counter	PP5 primary	PP1 counter	TPT1 inh	HCV core dimer	JMJD2C inh
O=S(=O)(c1ccc(-c2cnc(C3CC3)o2)cc1)N1CCN(c2ccccc2)CC1	0	-2	102	15	3.4	1	0	14	25
CCOC(=O)C1CCCN(C(=O)c2cc3cc(Br)ccc3oc2=O)C1 (stereo not drawn)	-18	-11	104	-5	-3.8	-2	2	1	-9
Cc1cc(C)cc(OC(=O)C23CCC(C)(C(=O)O2)C3(C)C)c1 (stereo not drawn)	-2	-3	108	-2	-1.2	-5	5	-4	-3
C/C=C/C=C/C(=O)OCC(=O)Nc1ccc(Cl)cc1	-5	-7	90	5	0.8	-1	0	3	-5

# Next part.
canonical_smiles	EBNA-1 inhibitor	Fh CTSL1 inh	Yeast superoxide	ZTA counter	PP5 primary	PP1 counter	TPT1 inh	HCV core dimer	JMJD2C inh
CC1([N+](=O)[O-])COC2(OC1)C(=O)Nc1ccccc12 (stereo not drawn)	12	1	105	7	-1.2	1	3	-1	0
O=C(COc1ccc2ccccc2c1)NCCNC(=O)COc1ccc2ccccc2c1	3	1	117	28	-0.8	2	-2	-45	-4
Cc1c(CCOC(=O)C23CC4CC(CC(C)(C4)C2)C3)sc[n+]1CC(=O)c1ccccc1	-2	-1	103	-8	0.3	20*	1	-6	6
CC(C)c1ccc(C2NC(C(=O)O)CS2)cc1 (stereo not drawn)	6	2	96	2	1.2	-3	0	3	-1
Cn1c(-c2ccsc2)c(-c2cccs2)c2cc(-c3ccc4[nH]ccc4c3)ccc21	nt	nt	88	16	1.0	0	nt	nt	1
CCC(CC)C(=O)NCc1ccc2c(c1)cc(C)n2C	2	-2	108	11	-0.8	10	-2	-1	4
CS(=O)(=O)N1CCN(c2ccc(NC(=O)c3ccc(-c4ccc(Cl)cc4)o3)cc2)CC1	15	2	99	15	-1.4	10	-3	11	-11
Cc1oc(-c2cccs2)nc1CS(=O)CC(=O)NCCCOC(C)C (stereo not drawn)	12	-16	90	-3	-3.1	-1	-2	2	7
COc1ccc(Cl)cc1Nc1nc(-c2cccnc2)cs1	1	3	97	4	5.8	0	0	-2	-4
CCCC(=O)NNC(=O)c1ccoc1C	3	-2	100	-5	-0.7	0	3	-1	-7
CC[C@@H]1[C@H]2CCCC(=O)N3CC[C@@H](C[C@@H]1OC(=O)NCc1ccccc1)[C@@H]23	8	-1	107	10	2.7	-1	0	-2	10
Cc1cc(=O)oc2cc(OC(C)C(=O)NC3CCN(Cc4ccccc4)CC3)ccc12 (stereo not drawn)	3	2	99	-15	2.1	1	-3	-4	0

# Bioassay records deposited in PubChem BioAssay by several laboratories.
